Screening data as filed in PubChem.
E-sel TNF inh = blocks E-selectin expression induced by TNF alpha. HUVEC TNFa-induced E-selectin immunofluorescence, high content. inhibition, % at 2 µM. 120,000 tested, 0.71% active. AID 1246;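 active means inhibition above the batch mean plus 3 SD, and confirmed as a hit on visual image review, cut at about 43% in these data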;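 further: 0% = TNF-stimulated DMSO wells and 100% = unstimulated control wells; not every result past the cut was called active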
Yeast life ext = yeast lifespan extension; S. cerevisiae growth with nicotinamide, OD615; deaD strain in restrictive glucose medium; inhibition of the nicotinamide effect, % at 10 µM; 130,000 tested, 0.68% active; AID 775;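 active means inhibition above a set limit, placed 3 SD over the median of all compounds, cut at about 26% in these data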;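 further: 0% = nicotinamide-treated wells and 100% = cells grown without nicotinamide; some compounds called inactive have numbers as strong as hits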
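System: Modified budding yeast, DeaD strain | Buffer or medium: Restrictive glucose medium | Also added: 1.5 mM nicotinamide | Doses: 10 µM single point, 0.25% DMSO | Schedule: 48 h compound exposure at 30 °C, humidified | Detection: Absorbance at 615 nm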
GALR2 antag = blocks the human galanin receptor 2; GALR2-expressing cells, antagonist mode; inhibition, % at 4 µM; 140,000 tested, 0.39% active; AID 828; in the data active means inhibition above about 27%;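 further: cells stimulated with galanin 1-16 at roughly its EC80; 0% = agonist challenge control and 100% = basal control without agonist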
Target sequence (O43603 whole entry, looked up): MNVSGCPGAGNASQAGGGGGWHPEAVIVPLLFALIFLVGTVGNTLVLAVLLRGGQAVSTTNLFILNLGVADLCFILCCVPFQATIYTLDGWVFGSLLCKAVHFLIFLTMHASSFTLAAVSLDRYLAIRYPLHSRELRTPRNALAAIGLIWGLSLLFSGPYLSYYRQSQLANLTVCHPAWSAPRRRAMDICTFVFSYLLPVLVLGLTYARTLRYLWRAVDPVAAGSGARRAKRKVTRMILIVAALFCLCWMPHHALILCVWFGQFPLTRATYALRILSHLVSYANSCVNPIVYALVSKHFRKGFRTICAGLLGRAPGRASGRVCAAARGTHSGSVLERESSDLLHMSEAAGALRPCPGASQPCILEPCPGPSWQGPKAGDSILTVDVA
Yeast growth inh = reduces growth of yeast BB579 in restrictive medium; S. cerevisiae BB579 growth, OD615, 48 h; inhibition, % at 10 µM; 140,000 tested, 0.51% active; AID 804;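 active means inhibition above a set limit, 3 SD over the mean compound inhibition, cut at about 44% in these data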; further: inactives centre near -24
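test system = yeast BB579 (DeaD) | buffer or medium = restrictive CSMM-D medium | doses = single compound dose of 10 µM, 0.25% DMSO final | times = 4 h preincubation and 48 h exposure at 30 °C | technique = culture absorbance at 615 nm | benchmarks = amphotericin B 10 µg/mL, positive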
Measles CPE = protection of cells from measles virus; Measles virus-infected cells, CPE protection, absorbance; protection (pct of control), % at 4 µM; 140,000 tested, 1.5% active; AID 841; in the data active means protection mostly above about 24%, no sharp cut-off; inactive means mostly below about 26%; further: some compounds called inactive have numbers as strong as hits
HCT116 PTEN-null = PTEN-deleted cell growth suppression; viability, % at 10 µM; HCT116 PTEN-null viability, CellTiter-Glo, 60 h; hits give low values; AID 827; 140,000 tested, 1.2% active;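 active means viability at or below a set limit, 4 SD under the median of all tested compounds, cut at about 3.7% in these data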;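 further: PTEN knockout HCT116 line with beta catenin targeted HCT116 as companion control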
MRP-1 activ = activates MRP-1; viability increase, % at 10 µM; 140,000 tested, 0.61% active; H69AR cells + doxorubicin, viability rescue, CellTiter-Glo;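 active means viability gain under doxorubicin at or above a set limit, the compound median plus 3 SD, cut at about 4.7% in these data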;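 further: MRP-1 overexpressing cells given doxorubicin 25 µM after compound pretreatment; 18-22 h compound pretreatment then 72 h with doxorubicin before readout; 0% = doxorubicin-only wells and 100% = vehicle-treated cells without doxorubicin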
NPY Y2 blocker = antagonists of human neuropeptide Y receptor Y2; NPY-Y2 expressing cells, antagonist mode; inhibition, % at 2.7 µM; 140,000 tested, 0.99% active; AID 793; P49146; in the data active means inhibition above about 17%;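 further: 0% = vehicle with agonist challenge and 100% = reference antagonist with challenge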
Target sequence (P49146 whole entry, looked up): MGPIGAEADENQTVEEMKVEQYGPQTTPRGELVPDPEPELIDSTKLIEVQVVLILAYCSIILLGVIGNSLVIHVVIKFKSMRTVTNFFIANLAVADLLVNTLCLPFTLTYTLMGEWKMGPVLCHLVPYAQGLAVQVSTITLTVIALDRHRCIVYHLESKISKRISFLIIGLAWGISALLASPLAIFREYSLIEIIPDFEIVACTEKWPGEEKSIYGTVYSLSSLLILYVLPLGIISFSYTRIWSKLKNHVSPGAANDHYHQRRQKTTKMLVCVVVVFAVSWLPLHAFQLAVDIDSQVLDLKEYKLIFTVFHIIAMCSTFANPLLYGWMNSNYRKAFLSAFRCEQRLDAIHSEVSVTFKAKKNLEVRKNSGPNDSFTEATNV
Phagocytosis inh = macrophage phagocytosis inhibition. 110,000 tested, 0.07% active. J774A.1 macrophage IgG-bead phagocytosis, imaging. AID 1029. inhibition, % at 5 µM;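 active means inhibition above the mean of the plate negative controls plus 5 SD, cut at about 13% in these data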;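 further: phagocytic index as fraction of beads internalized from green versus red external bead signal; plate controls were DMSO negative control for no effect and cytochalasin-D positive control for full effect; some results beyond the cut were filed as inactive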
bCat KO growth = beta-catenin-lacking colon tumor cell growth suppression; HCT116 beta-catenin knockout viability, CellTiter-Glo, 60 h; hits give low values; viability, % at 10 µM; 140,000 tested, 1.5% active; AID 818;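 active means viability at or under a set limit, the compound median less 4 SD, cut at about 6% in these data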;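 further: 0% = Hyamine 1622 control at 20 µM and 100% = untreated cell control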
An asterisk follows results filed as active; . = not tested or not shown.

SMILES	E-sel TNF inh	Yeast life ext	GALR2 antag	Yeast growth inh	Measles CPE	HCT116 PTEN-null	MRP-1 activ	NPY Y2 blocker	Phagocytosis inh	bCat KO growth
CCCCOc1ccc(C(CC(=O)NC)C(=O)O)cc1 (centres undefined)	-11	-4	-6	-34	2	100	-1.2	0	.	96
CCN(CC)S(=O)(=O)c1ccc2oc(SCC3CN=C(c4ccc(OC)cc4)S3)nc2c1 (centres undefined)	.	-9	-9	-43	6	24	-1.6	2	0	25
CN(C)c1ccc(/C=[N+](\[O-])C2SC(=S)N(C)C2(C)C)cc1 (centres undefined)	23	-5	-4	-71	16	104	0.3	-1	2	94
Clc1ccc(-n2ncc3c(NCc4ccccn4)ncnc32)cc1	-27	-6	-3	-4	13	88	0.1	-4	.	96
Cc1cccc(Nc2ccc([N+](=O)[O-])cc2C(=O)O)c1	-11	-7	6	-30	3	89	-1.1	6	.	90
CCOC(=O)C(C)(C)C(=O)C(C)(C)C(O)c1ccccn1 (centres undefined)	-8	-12	2	-8	8	99	-2.4	-1	0	96
CC1=C(C(=O)Nc2ccccc2)C(c2ccc(N(C)C)cc2)NC(=O)N1 (centres undefined)	19	-6	2	-33	5	103	-2.1	-2	-2	93
Cc1ccc(OCc2nnc(SC3CCc4ccccc4C3=O)n2C)cc1 (centres undefined)	.	9	4	-36	4	85	7.2*	1	6	78
CC(C)N(C(=O)CSc1nc2ccccc2n1Cc1ccccc1F)C(C)C	-23	.	7	-18	6	58	-0.9	17*	.	63
COc1cccc(N2CCN(CC(=O)C34CC5CC(CC(C5)C3)C4)CC2)c1	7	1	4	-67	10	102	-1.1	-1	-1	96
CC(OC(=O)c1nsc(Cl)c1Cl)C(=O)NCc1ccc2c(c1)OCO2 (centres undefined)	18	-7	14	-8	5	91	-0.9	7	.	86
CC(=O)N(c1ccccc1)c1ccc([N+](=O)[O-])cc1[N+](=O)[O-]	.	7	2	7	1	95	-3.0	2	-2	83
COc1cc(CNCc2ccco2)ccc1OCc1ccccc1	57*	-1	4	-9	1	83	-1.3	3	-3	92
COc1ccc2c(c1)[nH]c1c(=O)n(/N=C/c3ccc(OC)c(COc4ccccn4)c3)cnc12	-1	3	-1	-37	5	72	-3.1	3	.	80
O=C(CS(=O)(=O)c1ccccc1)Nc1ccc(Br)cn1	.	-3	-10	-25	20	102	-0.8	1	-5	91
Cc1cc(C(=O)N/N=C/c2cccc([N+](=O)[O-])c2)c2ccccc2n1	.	2	10	-18	9	90	-2.9	4	.	90

The listing continues:
Fields – E-sel TNF inh | Yeast life ext | GALR2 antag | Yeast growth inh | Measles CPE | HCT116 PTEN-null | MRP-1 activ | NPY Y2 blocker | Phagocytosis inh | bCat KO growth
Cc1ccc(C)n1C(Cc1ccccc1)C(=O)O (centres undefined)
→ 8 | -3 | -8 | -36 | 22 | 96 | -3.0 | -2 | . | 93
Cc1cccc(NC(=O)NC(C)CCc2ccccc2)c1 (centres undefined)
→ -9 | -5 | 1 | -6 | 18 | 72 | 1.1 | 9 | -7 | 72
Cc1ccc(C(=O)N2CCc3ccccc32)cc1
→ 0 | . | 9 | -38 | 19 | 92 | -1.5 | 3 | . | 82
Cc1c(N2C(=O)SC(CC(=O)O)C2=O)c(=O)n(-c2ccccc2)n1C (centres undefined)
→ . | 0 | 3 | -14 | 11 | 93 | -0.7 | 3 | -2 | 89
COc1ccc(-n2c(COc3ccc(Cl)cc3)nnc2SCc2ccc(C#N)cc2)cc1
→ -6 | 9 | -9 | -2 | 24 | 59 | -3.5 | 3 | 2 | 71
Cc1ccc(-c2csc(NC(=O)c3ccc(S(=O)(=O)N4CCc5ccccc54)cc3)n2)cc1
→ -17 | 2 | -19 | -23 | 10 | 65 | 1.6 | -1 | . | 58
Cc1cccc(-n2c(N)cc(=O)nc2SCC(=O)Nc2ccccc2)c1
→ -20 | -8 | 25 | -56 | 10 | 101 | -0.1 | -1 | -1 | 96
CS(=O)(=O)N(CC(=O)Nc1cccc(Cl)c1Cl)c1ccccc1
→ -1 | -11 | 8 | -12 | 3 | 86 | -0.9 | 3 | -1 | 93
O=C(Cn1c(-c2cscn2)nc2ccccc21)Nc1ccccc1F
→ -14 | -18 | -12 | -5 | 19 | 84 | -4.0 | -1 | . | 88
CN(CC(=O)N1CCCCC1)S(=O)(=O)c1cccc2cccnc12
→ -54 | -1 | 9 | -38 | 17 | 100 | -3.1 | 1 | -2 | 97
O=C1OCCC1Sc1ncnc2sccc12 (centres undefined)
→ -3 | -11 | 13 | -5 | 8 | 94 | -0.2 | 1 | -2 | 89
NC(=O)Cc1nc(-c2ccc(Br)cc2)cs1
→ . | 0 | 5 | -12 | 22 | 86 | 1.6 | 0 | -6 | 90
O=C(CSc1ccc2nnc(-c3ccccn3)n2n1)N1CCOCC1
→ . | -14 | -2 | 3 | 9 | 97 | -2.1 | -1 | -1 | 106
COCCNC(=O)COc1ccccc1C
→ 5 | -11 | 1 | -39 | 11 | 105 | 0.2 | 0 | 0 | 96
O=c1c2cc(Br)ccc2[nH]c(=S)n1Cc1ccccn1
→ . | 3 | 2 | -22 | 5 | 88 | -2.4 | 2 | -7 | 81
CCSc1cc(N2CCCC2)nc(-c2ccc(C)cc2)n1
→ . | 0 | -4 | -34 | 14 | 98 | 0.6 | 1 | -2 | 93
COc1ccccc1NC(=O)COC(=O)C1CCN(/C=C/C(=O)C(F)(F)F)CC1
→ . | 0 | -4 | -12 | 6 | 88 | -1.4 | -1 | 0 | 87
O=C(O)c1cc2c(s1)-c1ccccc1CC2
→ 5 | -7 | 6 | 45* | 10 | 94 | -2.1 | 13 | -8 | 86
O=C(CN1CCN(S(=O)(=O)c2ccccc2)CC1)Nc1ccc2c(c1)OCO2
→ 8 | -6 | -1 | -24 | 12 | 101 | -2.7 | 5 | -1 | 98
N=C1N(/N=C/c2ccccc2)C(=Nc2ccccc2)C(=S)N1c1ccccc1
→ 5 | . | -2 | -18 | 12 | 73 | -7.9 | 5 | . | 78
CC(=O)NC1=NN(C(C)=O)C(c2sccc2C)S1 (centres undefined)
→ -9 | -7 | -10 | -39 | 13 | 93 | -1.1 | -3 | 0 | 100
CCSc1nnc(NC(=O)C(NC(=O)c2ccc(Cl)cc2)C(C)C)s1 (centres undefined)
→ -24 | 2 | 1 | -39 | 18 | 94 | -0.1 | 12 | -1 | 93
CCCCNC(=O)C1=C(N)C(C(=O)Nc2ccc(C)c(S(=O)(=O)N3CCCCC3)c2)SC1=Nc1ccc(C)cc1C (centres undefined)
→ 6 | -7 | -2 | -34 | 3 | 85 | -5.2 | -3 | 0 | 89
CCn1c(=O)cc(OCC(=O)NCCCN2CCN(c3cccc(Cl)c3)CC2)c2ccccc21
→ . | -10 | -9 | -13 | 6 | 25 | -6.8 | 5 | -1 | 22
O=[N+]([O-])c1c(NCCO)cc(Sc2nc3ccccc3s2)c2nonc12
→ . | -33 | 2 | -24 | 2 | 1.5* | -6.5 | 10 | . | 1.7*
Cc1ccc(/C(N)=N/OC(=O)/C=C/c2ccccc2)cc1
→ 14 | -35 | -2 | -46 | 3 | 85 | -3.0 | 5 | -5 | 87
Cc1ccc(O)c(N=CC2=C(O)c3ccccc3C2=O)c1
→ . | -6 | 9 | -33 | 14 | 15 | -1.5 | -2 | 2 | 52
CC1CCCC(C)N1C(=O)CSc1nc(N)c(-c2ccccc2)c(=O)[nH]1 (centres undefined)
→ 16 | -7 | 6 | -38 | 1 | 87 | -0.2 | 3 | -1 | 82

In the list so far, these contain a Cl atom:
Fields – E-sel TNF inh | Yeast life ext | GALR2 antag | Yeast growth inh | Measles CPE | HCT116 PTEN-null | MRP-1 activ | NPY Y2 blocker | Phagocytosis inh | bCat KO growth
Clc1ccc(-n2ncc3c(NCc4ccccn4)ncnc32)cc1
→ -27 | -6 | -3 | -4 | 13 | 88 | 0.1 | -4 | . | 96
CC(OC(=O)c1nsc(Cl)c1Cl)C(=O)NCc1ccc2c(c1)OCO2 (centres undefined)
→ 18 | -7 | 14 | -8 | 5 | 91 | -0.9 | 7 | . | 86
COc1ccc(-n2c(COc3ccc(Cl)cc3)nnc2SCc2ccc(C#N)cc2)cc1
→ -6 | 9 | -9 | -2 | 24 | 59 | -3.5 | 3 | 2 | 71
CS(=O)(=O)N(CC(=O)Nc1cccc(Cl)c1Cl)c1ccccc1
→ -1 | -11 | 8 | -12 | 3 | 86 | -0.9 | 3 | -1 | 93
CCSc1nnc(NC(=O)C(NC(=O)c2ccc(Cl)cc2)C(C)C)s1 (centres undefined)
→ -24 | 2 | 1 | -39 | 18 | 94 | -0.1 | 12 | -1 | 93
CCn1c(=O)cc(OCC(=O)NCCCN2CCN(c3cccc(Cl)c3)CC2)c2ccccc21
→ . | -10 | -9 | -13 | 6 | 25 | -6.8 | 5 | -1 | 22
